Screening data (PubChem)
AMA1 RON2 block – AMA1-RON2 (P. falciparum) interaction inhibition. AlphaScreen AMA1-biotinylated RON2 peptide binding. Potency, µM (top dose mostly 58.2 µM), for the others: at the highest dose activity change, negative = inhibition, most hits filed as inhibitors. hit rate 0.2% among 360,000;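 further: potency means the concentration at half of the fitted maximal effect; 0% = vehicle wells and -100% = peptide control; nearly all actives have a fitted effect of over 45% in size; some results filed as inactive show a strong effect at the top dose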
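AMA1 (3D7) with his tag at 25 nM final met compounds first, then biotinylated RON2 peptide at 25 nM; detection used donor plus acceptor beads, 10 µg/mL apiece, read by AlphaScreen after 30 min at room temperature.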
LmPK inh – blocks Leishmania mexicana pyruvate kinase activity; Q27686; purified LmPK, Kinase-Glo ATP luminescence, 1 h; Potency, µM (doses to about 57.5 µM), without a hit: at the highest dose activity change, negative = inhibition, hits mostly inhibitors; hit rate 0.37% among 290,000; AID 1721; further: potency means the concentration at half of the fitted maximal effect
Target sequence (Q27686 whole entry, looked up): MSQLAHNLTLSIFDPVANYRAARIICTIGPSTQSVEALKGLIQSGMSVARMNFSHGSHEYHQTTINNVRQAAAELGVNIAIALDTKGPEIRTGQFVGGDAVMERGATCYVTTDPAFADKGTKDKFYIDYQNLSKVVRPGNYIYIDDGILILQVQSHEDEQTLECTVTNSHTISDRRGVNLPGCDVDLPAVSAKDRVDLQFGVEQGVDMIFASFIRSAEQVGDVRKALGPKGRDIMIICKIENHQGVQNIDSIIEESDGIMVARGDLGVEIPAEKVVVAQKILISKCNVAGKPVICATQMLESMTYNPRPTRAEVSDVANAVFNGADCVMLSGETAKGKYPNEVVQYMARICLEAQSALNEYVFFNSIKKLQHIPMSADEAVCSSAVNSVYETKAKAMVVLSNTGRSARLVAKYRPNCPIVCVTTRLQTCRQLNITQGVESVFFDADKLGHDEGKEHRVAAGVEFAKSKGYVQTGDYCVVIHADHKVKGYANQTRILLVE
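Purified LmPK (0.1 nM) with 0.5 mM PEP and 0.1 mM ADP in imidazole buffer pH 7.2 with MgCl2/KCl, 1 h at room temperature. ATP formed was read by luciferase luminescence and normalized to no-enzyme and uninhibited controls.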
Sm TGR inh – blocks Schistosoma mansoni thioredoxin glutathione reductase. purified TGR, DTNB reduction, TNB absorbance 405 nm. Potency, µM (titrated, usually from 114 µM), inactives show at the highest dose activity change, negative = inhibition, actives largely listed as inhibitors. hit rate 3% among 360,000; further: potency means the concentration at half of the fitted maximal effect; nearly all actives have a fitted effect of over 60% in size
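TGR 20 nM + NADPH 100 uM (dispensed conc.), cpd preinc 15 min RT; start with NADPH (500 uM addition) then DTNB (15 mM addition). Kinetic TNB absorbance, 405 nm filter. Four-parameter Hill fit across titration.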
AmpC no deterg – AmpC beta-lactamase inhibition without detergent | AmpC nitrocefin hydrolysis, absorbance 480 nm, 0.0001% Triton | Potency, µM (doses to about 57.1 µM), without a hit: at the highest dose activity change, negative = inhibition, most hits filed as inhibitors | hit rate 0.52% among 330,000 | AID 485341;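 further: potency means the concentration at half of the fitted maximal effect; plate controls were no compound for no effect and no enzyme for full effect; nearly all actives have a fitted effect of over 20% in size; some results filed as inactive show a strong effect at the top dose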
Target sequence (P00811 whole entry, looked up): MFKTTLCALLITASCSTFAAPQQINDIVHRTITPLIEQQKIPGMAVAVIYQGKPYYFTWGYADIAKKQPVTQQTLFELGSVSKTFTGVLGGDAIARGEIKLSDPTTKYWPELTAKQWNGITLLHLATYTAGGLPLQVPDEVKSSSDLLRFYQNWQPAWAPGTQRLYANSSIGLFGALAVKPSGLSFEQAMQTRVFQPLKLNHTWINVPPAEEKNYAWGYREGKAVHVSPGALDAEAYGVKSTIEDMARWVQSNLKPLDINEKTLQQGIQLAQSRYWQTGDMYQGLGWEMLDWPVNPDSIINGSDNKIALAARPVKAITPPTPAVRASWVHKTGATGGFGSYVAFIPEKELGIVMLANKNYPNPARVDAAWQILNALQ
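20 mM phosphate pH 7.0 + 0.01% (detergent screen) or 0.0001% Triton X-100; 5.3 nM AmpC reagent; cpd preinc 15 min RT; nitrocefin (800 uM stock) to start; A480 q20 s × 4 min; Activity was normalised to no-enzyme and no-compound control wells.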
Tb PYK inh – inhibitors of Trypanosoma brucei pyruvate kinase. Potency, µM (series often up to 76.8 µM), inactives show at the top dose activity, negative = inhibition, actives largely listed as inhibitors. TbPYK enzyme, Kinase-Glo Plus ATP luminescence, 45 min. hit rate 0.12% among 410,000. AID 624173. Q57TT1; further: potency means the concentration at half of the fitted maximal effect; nearly all actives have a fitted effect of over 50% in size
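ADP (130 uM final) triggers the TbPYK reaction after compound addition; incubation is 45 min at room temperature. Kinase-Glo Plus is then added and luminescence imaged. Normalized data are fitted to concentration-effect curves.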
HCMV inh – blocks human cytomegalovirus replication; AID 1259415; hit rate 4.5% among 410,000; activity change, negative = inhibition, % at 57.5 µM; HFF cells, HCMV-luciferase reporter, 72 h; active compounds read low; in the data active means activity change below about -60%; inconclusive means no clear call, values can overlap the other calls; inactive means above about -39%
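Two-dose cell screen: HFF monolayers treated with compounds and infected with luciferase-expressing HCMV at 1 PFU/cell, 72 h at 37C, then lysed for luciferase measurement.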
AmpC detergent – AmpC beta-lactamase inhibition with detergent present; AmpC hydrolysis of nitrocefin, absorbance 480 nm, 0.01% Triton; hit rate 0.041% among 370,000; Potency, µM (top dose mostly 114 µM), for inactives: at the top dose activity change, negative = inhibition, hits mostly inhibitors;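 further: potency means the concentration at half of the fitted maximal effect; 0% = no-compound wells and -100% = no-enzyme wells; nearly all actives have a fitted effect of over 25% in size; some results filed as inactive show a strong effect at the top dose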
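AmpC (5.3 nM in the dispensed reagent) in 20 mM phosphate pH 7.0 with 0.01% (detergent screen) or 0.0001% Triton X-100 was preincubated with compounds for 15 min at room temperature. Nitrocefin was then added from an 800 uM solution, and hydrolysis was followed at 480 nm.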
* = called active by the depositor; ? = inconclusive; nt = no result given; [ ] = remark or other dose. Unless noted, the call rests on the fitted dose curve; in most records, active means well fitted curve in the direction sought with a large enough effect; inconclusive means small, poorly fitted or top-dose-only effect, or another doubt; inactive means no such curve, though single readings can be large; an effect the other way counts as inactive or inconclusive. Unless noted, on the % scale 0 is the no-effect control and ±100 the full control effect.

mol	HCMV inh	AmpC no deterg	AmpC detergent	Tb PYK inh	Sm TGR inh	LmPK inh	AMA1 RON2 block
O=C(Nc1ccc(S(=O)(=O)NC2CCCCC2)cc1)c1ccco1	-26	-28%	?	6%	-6%	2%	0%
Cc1c(Cc2ccccc2)c(=O)[nH]c(=O)n1C	16	nt	nt	2%	nt	nt	-3%
CCN1CCN(C(=O)C2CCCN(S(=O)(=O)c3cccc4nsnc34)C2)CC1 (stereo not given)	-14	1%	-1%	3%	-15%	2%	-5%
CN(C)CCn1c(N)nc2ccccc21	-27	-11%	-5%	2%	-7%	5%	8%
Cc1occc1-c1nnc(SCC(=O)c2c[nH]c3ccccc23)n1C	79	-6%	-1%	-16%	18µM*	2%	8%
COc1ccc(C(C)NC(=O)CC23CC4CC(CC(C4)C2)C3)cc1 (stereo not given)	-34	1%	0%	1%	3%	-1%	18%
Clc1ccc(CNc2ncnc3[nH]ncc23)c(Cl)c1	?	nt	nt	6%	nt	nt	32%[activator]
COc1cccc(NC(=O)CSc2nnc(Cc3cccs3)n2-c2ccc(C)cc2)c1	13	-4%	3%	-7%	-1%	1%	-2%
CCOC(=O)NC1=NCC(C)(C)S1	-2	nt	nt	-7%	nt	nt	16%
COc1cccc(COC(=O)Nc2ccccc2F)c1	115	-13%	-9%	-1%	-8%	-9%	15%
O=c1ccc(Cl)nn1-c1ccccc1	53	nt	nt	2%	nt	nt	-10%
CCOCCOC(=O)C1=C(C)NC(=O)NC1c1cc2c(cc1Br)OCO2 (stereo not given)	112	-9%	-9%	-14%	0%	-12%	-4%
COc1cccc(CNS(=O)(=O)c2c(C(=O)N3CCCCC3)c(C)n(C)c2C)c1	-6	-2%	-9%	-3%	0%	8%	6%
CCC(=O)N(Cc1cc(=O)[nH]c2ccccc12)c1ccccc1C	0	-15%	?	-12%	1%	0%	8%
CC(=O)N/N=C(\C)c1cccc(C(F)(F)F)c1	-23	-11%	4%	0%	11%	13%	26%
CCCN(Cc1nnc(-c2ccccc2Cl)o1)C(=O)c1cccc(S(=O)(=O)N2CCOCC2)c1	7	173%[activator]	?	4%	-17%	-2%	13%
CCc1ccc(-c2cc3c(=O)n(CC(=O)N4CCCCCC4)nc(C)n3n2)cc1	-6	4%	-12%	-2%	-3%	1%	-11%
Cc1cc(C=O)c(C)c2c1[nH]c1ccccc12	-4	nt	nt	2%	nt	nt	-6%
C=CC[n+]1c(C)csc1Nc1ccc(C(=O)O)cc1	-2	-25%	?	-1%	4%	-2%	-11%
Cc1ccc2c(c1)[C@@H](O)C[C@@H](C)N2N=O	-2	-17%	-13%	2%	3%	1%	16%
Cc1ccc(CNC(=O)c2cc(-c3ccccc3)nn2CC2CC(c3cccnc3)=NO2)cc1 (stereo not given)	-24	nt	nt	3%	nt	nt	23%
COc1ccc(C(=O)N(C)CCOc2ccc(Cl)cc2)cc1S(=O)(=O)N1CCCC1	-18	nt	nt	-1%	nt	nt	7%
CCN(C(=O)COC(=O)/C=C/c1cccc([N+](=O)[O-])c1)c1ccccc1	-15	-5%	3%	-3%	-15%	1%	-3%
O=c1ccc(Oc2nc(N3CCCCC3)nc(N3CCCCC3)n2)n[nH]1	69	-6%	-14%	3%	-1%	4%	-5%
COc1ccc(C(=O)O/N=C2\C(=O)N(C)c3ccccc32)cc1	7	nt	nt	-1%	nt	nt	17%

Structures shown so far containing an aryl thioether with sulfur outside any ring, in the order listed:
mol	HCMV inh	AmpC no deterg	AmpC detergent	Tb PYK inh	Sm TGR inh	LmPK inh	AMA1 RON2 block
Cc1occc1-c1nnc(SCC(=O)c2c[nH]c3ccccc23)n1C	79	-6%	-1%	-16%	18µM*	2%	8%
COc1cccc(NC(=O)CSc2nnc(Cc3cccs3)n2-c2ccc(C)cc2)c1	13	-4%	3%	-7%	-1%	1%	-2%

Continuation.
mol	HCMV inh	AmpC no deterg	AmpC detergent	Tb PYK inh	Sm TGR inh	LmPK inh	AMA1 RON2 block
CCOC(=O)N1CCC(NC(=O)c2cnn(-c3ccc(C)cc3C)c2C2CCN(C(=O)OC(C)(C)C)CC2)CC1	12	nt	19%	1%	4%	nt	nt
CCc1nn(CC(=O)Nc2ccc(C)c(F)c2)c(=O)c2cc3cc(C)ccc3n12	-1	nt	-8%	5%	-5%	nt	nt
O=C(O)CCC(=O)Nc1ccc(N2CCOCC2)cc1	-33	-7%	-6%	-6%	0%	0%	-3%
CCN(CC(=O)NC1CCS(=O)(=O)C1)C(=O)/C=C/c1cccs1 (stereo not given)	-12	-13%[11.4 µM]	?	-2%	0%	5%	-3%
COc1ccccc1N1C(=O)CC(=O)NC1=O	0	-20%	-9%	-3%	-10%	1%	25%
COc1cc(/C=N/n2nnnc2N)cc(OC)c1OC	89	-9%	-4%	2%	0%	3%	-2%
C[C@@]1([C@@H](NC(=O)c2cccs2)c2ccc(-c3ccccc3)cc2)C[C@H]1C1CCCCC1	2	-33%	-11%	-1%	-7%	0%	-4%
COc1ccccc1NC(=O)CSc1nnnn1-c1ccc(C)cc1	9	-23%	?	3%	1%	0%	-16%
COc1ccc(Nc2nc3ccccc3nc2NS(=O)(=O)c2ccc(C)cc2)c(OC)c1	1	nt	10%	1%	0%	nt	nt
O=C(CSc1ncnc2scc(-c3ccccc3)c12)Nc1ccc(C(=O)O)cc1	-32	-24%	4%	0%	7%	-1%	-3%
O=C(NCc1ccc(Cl)cc1)c1ccc2c(Cl)c3c(nc2c1)CCCC3	-38	nt	-5%	2%	0%	nt	nt
O=C1C2C3C=CC(C3)C2C(=O)N1c1n[nH]c(-c2cccnc2)n1 (stereo not given)	-8	-6%	-7%	2%	-3%	0%	-13%
COc1ccc(-c2nc3n(n2)C(=O)CC(c2ccco2)S3)cc1 (stereo not given)	nt	-29%	1%	-20%	18µM*	4%	13%
CC(=O)NS(=O)(=O)c1cccnc1Nc1ccc(Cl)cc1	42	-20%	-7%	-29%	11%	3%	-10%
Cc1ccc(NC(=O)CCCn2c3ccccc3c(=O)c3cc(C)ccc32)c(Br)c1	?	nt	-4%	1%	-4%	nt	nt
COc1cc2c(cc1OC)C(C(=O)NC(C)C)C1CCCCN1C2=O (stereo not given)	14	4%	-6%	3%	7%	5%	6%
COc1ccc(C2c3ccc4ccccc4c3Oc3ncn(CCCO)c(=N)c32)cc1 (stereo not given)	38	178%[activator]	-7%	3%	-3%	0%	-10%
O=c1ccc2cc(S(=O)(=O)NCc3ccccc3)ccc2[nH]1	?	-21%	?	-2%	-9%	-3%	-1%
COc1ccc(/C=N/NC(=O)c2ccncc2)cc1Cn1nc([N+](=O)[O-])c(Br)c1C	-33	65%[activator]	?	6%	2%	-1%	-15%
Cc1ccc(C(=O)Nc2ccccc2C(=O)N2CCCCCC2)cc1	26	-4%	-2%	1%	1%	7%	1%
Cc1cccc(Nc2c(-c3ccsc3)nc3nc(C)cc(C)n23)c1	5	nt	1%	4%	-1%	nt	nt
O=C(Nc1cccc([N+](=O)[O-])c1)N1CCCCCC1	-3	-22%	2%	7%	2%	-3%	3%
CC(C)n1cnc(S(=O)(=O)N2CCCC(C(=O)NCc3ccccc3Cl)C2)c1 (stereo not given)	-36	nt	-5%	-4%	0%	nt	nt
CC(C)C(NS(=O)(=O)c1ccccc1)C(=O)OCc1cc([N+](=O)[O-])cc2c1OCOC2 (stereo not given)	-1	-20%	0%	-8%	-2%	-3%	-5%
Cc1ccc(-n2nc3c(c2NC(=O)c2c(F)cccc2Cl)CS(=O)(=O)C3)cc1C	-27	-10%	-3%	-7%	-8%	1%	0%

The results go on.
mol	HCMV inh	AmpC no deterg	AmpC detergent	Tb PYK inh	Sm TGR inh	LmPK inh	AMA1 RON2 block
NC(=O)CSc1nc2ccccc2c(=O)n1Cc1ccccc1	-4	-42%	-16%	1%	6%	1%	-1%
COC(=O)C1CC(O)CN1S(=O)(=O)c1cccs1 (stereo not given)	4	-12%	0%	-3%	nt	0%	-16%
O=C(CCCC(=O)Nc1cccnc1)Nc1cccnc1	-11	-23%	-10%	-5%	-6%	-3%	1%
COC(CNS(=O)(=O)c1ccc(S(=O)(=O)N2CCCC2)cc1)OC	-14	-14%	-3%	2%	3%[57.1 µM]	-5%	-5%
CC(C)CN1CCC(=O)N([C@H](CSc2ccccc2)Cc2ccccc2)CC1	17	32%	-3%	-5%	?	-7%	-4%
Cc1cc(OCC(=O)OCC(=O)Nc2cc(S(=O)(=O)N3CCOCC3)ccc2Cl)ccc1Cl	-4	14%	nt	1%	nt	nt	-5%
COC(=O)NNC(=O)C(c1ccccc1)c1ccccc1	-22	nt	nt	-6%	nt	nt	7%
COc1ccc(-c2noc(-c3cccc(OC)c3OC)n2)cc1OC	28	99%[activator]	-15%	3%	-6%	3%	-1%
Cc1c(Cl)cccc1NC(=O)NN1CCN(C)CC1	-13	6%	?	4%	-25%	6%	-12%
Cc1ccc(N2C(=O)C3C(C2=O)C(C(=O)c2ccc(Cl)cc2)N2CCCC32)cc1 (stereo not given)	41	-27%	1%	3%	28µM*	8%	3%
CN(c1ccccc1)c1nc(N)c([N+](=O)[O-])c(Nc2cccc(F)c2)n1	14	-7%	-4%	8%	-5%	-7%	-13%
COC(=O)c1cc(C)nc(N)c1C#N	9	2%	-11%	4%	7%	-2%	0%
COc1cccc(N=c2oc3c(C)ncc(CO)c3cc2C(N)=O)c1	5	-4%	-4%	5%	-17%	3%	2%
Cc1ccc(/C=N/NC(=S)NCCc2ccccc2)s1	-20	-41%	?	-2%	?	2%	81%[activator]
COC(=O)c1cc(C(=O)OCC(=O)N(C)C2CCS(=O)(=O)C2)cc([N+](=O)[O-])c1 (stereo not given)	-15	-10%	2%	-16%	0%	2%	-3%
COc1cccc(-n2nnnc2SCC(=O)Nc2ccc(NC(C)=O)cc2)c1	-23	-6%	1%	-14%	-3%	5%	-2%
CS(=O)(=O)N(CC(=O)Nc1cc(Cl)ccc1Cl)c1ccccc1	1	-9%	?	3%	-1%	0%	4%
COc1ccccc1NC(=O)N1CCN(c2ccnc3cc(Cl)ccc23)CC1	-67*	32%	-7%	3%	5%	-3%	-14%
O=[N+]([O-])c1ccccc1N/N=C\c1ccccc1F	70	-15%	-7%	-11%	-4%	?	?
CCOc1ccccc1N(CC(=O)NCc1ccccc1)C(=O)CCC(=O)Nc1cc(C)ccn1	-23	67%[activator]	0%	-1%	2%[57.1 µM]	5%	39%[activator]
